Assay outcomes as filed in PubChem BioAssay.
CendR NRP1 mod: NRP-1/CendR interaction modulation | FAM-RPARPAR peptide binding to NRP-1, fluorescence polarization | O14786 | actives 0.85% (n = 360,000) | inhibition, % at 25 µM;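 active means inhibition or corrected inhibition above about 18%, plus a signal ratio from 0.5 to 1.5, limit read from the data, passing the limit was not always enough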; further: strong numbers were not always called active
Target sequence (O14786 whole entry, looked up): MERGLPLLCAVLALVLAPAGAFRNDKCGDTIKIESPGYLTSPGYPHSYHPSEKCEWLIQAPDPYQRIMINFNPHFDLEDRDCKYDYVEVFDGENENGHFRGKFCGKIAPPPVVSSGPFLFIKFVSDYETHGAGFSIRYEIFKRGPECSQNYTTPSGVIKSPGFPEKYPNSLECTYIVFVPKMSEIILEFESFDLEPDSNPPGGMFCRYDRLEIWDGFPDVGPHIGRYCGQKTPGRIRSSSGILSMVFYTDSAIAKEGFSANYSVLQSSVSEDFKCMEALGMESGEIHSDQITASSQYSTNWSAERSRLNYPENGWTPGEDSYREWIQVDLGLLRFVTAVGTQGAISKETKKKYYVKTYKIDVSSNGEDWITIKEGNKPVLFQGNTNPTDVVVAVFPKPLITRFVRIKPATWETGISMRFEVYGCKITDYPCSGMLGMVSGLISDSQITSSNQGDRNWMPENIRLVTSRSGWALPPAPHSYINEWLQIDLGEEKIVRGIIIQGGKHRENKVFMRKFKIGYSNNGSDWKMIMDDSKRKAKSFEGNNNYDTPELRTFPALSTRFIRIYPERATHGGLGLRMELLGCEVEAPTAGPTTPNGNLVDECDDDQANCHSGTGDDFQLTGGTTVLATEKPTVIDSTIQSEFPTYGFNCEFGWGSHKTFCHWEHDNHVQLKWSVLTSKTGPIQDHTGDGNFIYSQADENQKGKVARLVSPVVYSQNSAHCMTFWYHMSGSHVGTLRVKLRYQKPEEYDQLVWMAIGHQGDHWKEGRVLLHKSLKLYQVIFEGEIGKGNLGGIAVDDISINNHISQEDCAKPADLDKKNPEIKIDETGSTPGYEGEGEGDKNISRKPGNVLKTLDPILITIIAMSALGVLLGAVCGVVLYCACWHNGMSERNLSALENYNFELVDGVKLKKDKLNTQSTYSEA
SKN-1 inh: C. elegans SKN-1 inhibition; AID 624304; actives 0.49% (n = 360,000); C. elegans VP596 Pgst-4::GFP/RFP ratio, acrylamide-induced, 24 h; inhibition, % at 21.8 µM;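 active means interference check ratio from 0.5 to 1.5 plus GFP to RFP signal ratio inhibition reaching or exceeding a fixed threshold, cut at about 30% in these data, passing the limit was not always enough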; further: some compounds called inactive have numbers as strong as hits
NadD inh: inhibitors of Staphylococcus aureus NadD | inhibition, % at 20 µM | actives 0.78% (n = 360,000) | purified NadD enzyme, colorimetric absorbance read-out | AID 602399; in the data active means inhibition above about 26%; further: some compounds past the cut are filed as inactive
Scp-1 inhibitor: inhibitors of human Scp-1 phosphatase; Q9GZU7; Recombinant Scp1, phosphopeptide, malachite green phosphate absorbance; inhibition, % at 20 µM; actives 0.88% (n = 340,000);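 active means inhibition above about 50% at 20 µM, limit read from the data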;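 further: plate controls were DMSO wells with enzyme for no effect and wells lacking enzyme for full effect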
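Material: truncated SCP-1 phosphatase (76-261aa) / Buffer or medium: 50 mM Tris acetate pH 5.5, 0.005% Tween-20, 10 mM MgCl2 / Compound dosing: one concentration, 20 µM, with 1.0% DMSO / Incubation: 45 min room-temperature reaction, 5 min colour, 30 min stabiliser / Detection: colorimetric free-phosphate detection, absorbance 630 nm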
SUMO1-SIM PPI: SUMO1-SIM interaction modulation; SUMO1 binding to a labelled peptide, TR-FRET, 1 h; inhibition, % at 20 µM; AID 602429; actives 0.33% (n = 360,000); P63165; in the data active means inhibition above about 37%
Target sequence (P63165 whole entry, looked up): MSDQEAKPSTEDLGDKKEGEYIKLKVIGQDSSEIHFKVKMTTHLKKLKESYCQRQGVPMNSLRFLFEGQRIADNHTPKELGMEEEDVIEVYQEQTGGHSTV
Rpn11 inh: Rpn11 (human) deubiquitinase inhibition. O00487. human 26S proteasome, Ub4-pepOG fluorescence polarization; 20S core pre-blocked with epoxomicin. calls only at 20 µM. actives 0.59% (n = 360,000). AID 588493;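 active means inhibition at 20 µM, scaled to each plate's controls, above about 33%, limit read from the data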
MT1-MMP act inh: MT1-MMP (human) activation inhibition | HT1080 RFP-PRO-GFP cells, GFP/RFP ratio fluorescence, overnight; percent of plate control window, DMSO zero | GFP/RFP ratio change, % at 20 µM | P50281 | actives 0.061% (n = 360,000);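 active means GFP/RFP ratio change of at least 30% with cell ATP level not reduced by more than half and red fluorescence within 50% of control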; further: strong numbers were not always called active
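Compound: 20 µM single dose, 1% DMSO / System: HT1080 RFP-PRO-GFP cells / Controls: DMSO and RFP-L50D-GFP cell wells / Read-out basis: GFP/RFP fluorescence ratio / Schedule: overnight compound exposure at 37 °C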
LMPTP block: LMPTP (human) inhibition; recombinant LMPTP-A, OMFP fluorogenic substrate, fluorescence intensity; AID 651560; actives 0.22% (n = 360,000); inhibition, % at 20 µM; P24666;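 active means compounds that cut the enzyme signal by at least half of the control window in the single-dose screen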;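 further: plate controls were DMSO wells with enzyme plus substrate for no effect and substrate without enzyme for full effect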
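Test system: LMPTP-A, protein tyrosine phosphatase of low molecular weight; Input: 0.625 nM enzyme; Incubation: 50 min dark incubation at room temperature; Signal: endpoint fluorescence intensity from OMFP dephosphorylation; Read-out basis: % inhibition versus control wells.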
STEP inh: inhibitors of human striatal-enriched phosphatase STEP; recombinant STEP, OMFP fluorogenic substrate, fluorescence; P54829; inhibition, % at 20 µM; AID 588621; actives 0.25% (n = 360,000);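 active means inhibition at 20 µM, scaled per plate between control wells, above about 37%, limit read from the data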;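 further: 0% = DMSO with enzyme and substrate and 100% = substrate only without enzyme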
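Material: STEP (striatal-enriched tyrosine phosphatase) enzyme, cell-free | Medium: 50 mM Bis-Tris pH 6.0 with 2.5 mM DTT and 0.005% Tween 20 | Read-out: Percent inhibition scaled to no-enzyme and uninhibited-enzyme controls, plate-pattern corrected | Signal: Fluorescence read at 480 nm ex / 540 nm em | Times: 20 min reaction, room temperature, in the dark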
DNMT1 block: inhibitors of human DNMT1; P26358; inhibition (reported as % activation of signal), % at 10 µM; actives 0.83% (n = 360,000); DNMT1 molecular beacon, Hinp1I cleavage, fluorescence; in the data active means inhibition above about 50%
* marks the source's active call; other numbers are inactive results; i = inactive; nt = no result given; + = active, no number; & = joins results of further samples.

item | compound | CendR NRP1 mod | SKN-1 inh | NadD inh | Scp-1 inhibitor | SUMO1-SIM PPI
1 | O=C(CN1CCC(O)CC1)N1c2ccccc2C=Cc2ccccc21 | 14 | 9 | 4 | -3 | -6
2 | COc1ccc(CCn2c(NN=C3CCCC3)nc3c2c(=O)[nH]c(=O)n3C)cc1 | 14 | 12 | -7 | -3 | -7
3 | CCOc1cc(S(=O)(=O)NCCCN2CCOCC2)c(C)cc1C | 10 | 12 | 1 | -5 | 0
4 | CC(C)N(C)S(=O)(=O)c1ccc(NC(=O)C2=COCCO2)cc1 | 2 | -11 | -6 | -3 | -1
5 | O=C(c1ccc2c(c1)OCO2)N(c1ccc(Br)cc1)C1C=CS(=O)(=O)C1 (stereo not given) | 9 | 2 | -2 | -5 | 3
6 | CCOC(=O)C(C)Sc1nnc(-c2c[nH]c3ccccc23)n1C (stereo not given) | -8 | -8 | 0 | -8 | 2
7 | NNC(=O)c1sc2cc(C(F)(F)F)cnc2c1-c1cccs1 | 1 | 7 | 1 | -4 | -5
8 | CN(C)CCn1c(=O)n(Cc2ccco2)c(=O)c2c3c(sc21)CCCCC3 | -3 | 6 | -5 | -4 | 13
9 | NS(=O)(=O)c1ccc(-n2ncc3c(=O)[nH]c(SCC(=O)Nc4nccs4)nc32)cc1 | -4 | 14 | 2 | 4 | 9
10 | CC(=O)c1ccccc1NC(=O)CSc1n[nH]c(=O)n1C1CC1 | 2 | 10 | -2 | -7 | -4

item | Rpn11 inh | MT1-MMP act inh | LMPTP block | STEP inh | DNMT1 block
1 | i | -3 | -4.0 | -3 | 3
2 | i | -1 | 0.8 | -1 | -6
3 | i | 3 | -1.0 | 2 | 1
4 | i | 1 | -0.3 | -1 | 5
5 | i | 0 | -0.6 | 3 | 0
6 | i | 0 | -0.6 | -1 | 3
7 | i | 9 | -0.5 | 1 | -2
8 | i | 7 | -0.1 | 4 | -2
9 | i | 5 | -1.1 | 1 | 0
10 | i | -1 | 0.0 | 0 | 0

New compounds follow
item | compound | CendR NRP1 mod | SKN-1 inh | NadD inh | Scp-1 inhibitor | SUMO1-SIM PPI
11 | C=CCn1c(SCC(=O)O)nc2sc(CC)cc2c1=O | 26* | 12 | -5 | -9 | -4
12 | O=c1c2ccccc2oc2ccc(C#CC3(O)CCCCC3)cc12 | -18 | 14 | -6 | -6 | 2
13 | CCOc1ccc(NC(=O)CSc2nnc(C)n2Cc2ccccc2)cc1 | 1 | 8 | 1 | -7 | 1
14 | COc1cc(/C=C2\SC(=O)N(CCN)C2=O)ccc1OS(=O)(=O)c1cc(C)ccc1C | 5 | 0 | 13 | 21 | -156
15 | O=C(c1cc(-c2ccccn2)nc2ccc(Cl)cc12)N1CCN(CCc2ccccc2)CC1 | -12 | -1 | 11 | -3 | -6
16 | O=c1[nH]c2cccnc2n(CCNc2ncc(C(F)(F)F)cc2Cl)c1=O | -15 | 3 | 7 | -4 | 0
17 | C=CCNC(=O)/C(C#N)=C/c1ccccc1OCc1ccc(C(=O)OC)cc1 | 7 | 7 | -2 | -3 | -8
18 | COc1ccc(NS(=O)(=O)c2cccc(C(=O)N(C)CC(=O)Nc3ccc(C)cc3)c2)cc1 | -2 | 1 | -4 | -8 | 0
19 | CC(C)C(=O)Nc1cccc(C(=O)Nc2ccc3c(c2)OCO3)c1 | 0 | -3 | -4 | -11 | 5
20 | CSc1nc(N2CCN(C)CC2)c2c(c1C#N)CC(C)(C)OC2 | 10 | -16 | -1 | -1 | 3

item | Rpn11 inh | MT1-MMP act inh | LMPTP block | STEP inh | DNMT1 block
11 | i | -1 | 0.4 | 0 | 0
12 | i | 2 | 1.9 | -3 | 1
13 | i | -1 | -0.2 | -2 | 0
14 | i | 5 | -2.1 | 5 | -9
15 | i | -4 | -1.2 | 4 | -11
16 | i | 0 | 2.4 | 1 | -3
17 | i | -3 | -0.1 | 3 | 4
18 | i | 1 | 0.0 | -2 | -4
19 | i | 0 | -1.6 | 3 | -4
20 | i | -8 | 0.0 | -1 | 0

In the list so far, these contain a Cl atom.
item | compound | CendR NRP1 mod | SKN-1 inh | NadD inh | Scp-1 inhibitor | SUMO1-SIM PPI
15 | O=C(c1cc(-c2ccccn2)nc2ccc(Cl)cc12)N1CCN(CCc2ccccc2)CC1 | -12 | -1 | 11 | -3 | -6
16 | O=c1[nH]c2cccnc2n(CCNc2ncc(C(F)(F)F)cc2Cl)c1=O | -15 | 3 | 7 | -4 | 0

item | Rpn11 inh | MT1-MMP act inh | LMPTP block | STEP inh | DNMT1 block
15 | i | -4 | -1.2 | 4 | -11
16 | i | 0 | 2.4 | 1 | -3

Additional compounds follow.
item | compound | CendR NRP1 mod | SKN-1 inh | NadD inh | Scp-1 inhibitor | SUMO1-SIM PPI
21 | Cc1cccc(C)c1NC(=O)C1C(c2ccc3c(c2)OCO3)=Nc2ccccc2N1C(=O)c1cccc(C(F)(F)F)c1 (stereo not given) | -19 | 1 | nt | nt | -4
22 | COc1cc2nc(CN(C)Cc3ccc(SC)cc3)[nH]c(=O)c2cc1OC | -7 | 1 | -2 | -6 | 5
23 | CCOC(=O)Cn1nc(C)c(NC(=O)c2cccc([N+](=O)[O-])c2)c1C | -12 | 4 | 3 | -1 | -19
24 | CC(=O)Nc1ccc(NC(=O)Cc2ccc(S(=O)(=O)N3CCCCC3)s2)cc1 | -6 | 1 | 2 | 13 | -2
25 | CCN(CC)S(=O)(=O)c1ccc(C(=O)NC(C)(C)C)cc1 | 0 | -5 | 0 | 5 | -4
26 | CC(C)(C)OC(=O)NCc1ccc(NC(=O)c2nc[nH]c2C(=O)NCCN(CCNC(=O)c2[nH]cnc2C(=O)Nc2ccc(CNC(=O)OC(C)(C)C)cc2)CCNC(=O)c2[nH]cnc2C(=O)Nc2ccc(CNC(=O)OC(C)(C)C)cc2)cc1 | 17 | -1 | 43* | 11 | 0
27 | Cc1ccc(C)c(NC(=O)c2sc(Cl)nc2-c2ccccc2)c1 | 6 | 48* | -2 | -16 | 0
28 | O=S(=O)(Cc1cc(-c2ccc(Cl)cc2)no1)c1ccccc1 | -3 | 20 | -5 | -17 | -1
29 | CN1/C(=C/C=C(C#N)C#N)C(C)(C)c2ccccc21 | 134 | -34 | -3 | -5 | -23
30 | Cc1cc(C=C2C(=O)c3ccccc3C2=O)c(C)n1-c1cccc(C(=O)O)c1 | -42 | -7 | 2 | -8 | 0

item | Rpn11 inh | MT1-MMP act inh | LMPTP block | STEP inh | DNMT1 block
21 | nt | -13 | -1.0 | nt | nt
22 | i | 4 | 0.8 | -2 | 2
23 | i | 0 | -1.9 | 1 | 2
24 | i | 1 | 0.2 | 0 | -7
25 | i | 0 | 1.0 | 0 | 4
26 | i | 1 | 0.4 | -7 | -3
27 | i | 0 | 1.1 | 0 | -3
28 | i | 0 | 4.8 | 2 | 1
29 | i | -126 | -5.1 | -169 | 17
30 | i | 4 | 3.4 | 1 | 4

(further entries)
item | compound | CendR NRP1 mod | SKN-1 inh | NadD inh | Scp-1 inhibitor | SUMO1-SIM PPI
31 | COc1ccc(-n2c(NNC(C)=O)nc3sc4c(c3c2=O)CCCC4)cc1 | -6 | 9 | -1 | 4 | 6
32 | Cc1cc(C)c[n+](CC(=O)c2ccccc2)c1 | 0 | 1 | -7 | -2 | 0
33 | COc1cccc(NC(=O)Cn2c3ccc(OC)cc3c3nc4n(c(=O)c32)CCS4)c1 | -7 | -5 | 2 | 6 | -11
34 | CC(C)(C)NC(=O)Nc1ccccc1C(N)=O | 7 | 5 | 3 | 0 | -1
35 | Cc1nccn1CC1CCc2c(c3ccccc3n2C)C1=O (stereo not given) | -9&-10 | -6&-9 | 2&-2 | -6&16 | 0&3
36 | CCOc1ccc(-n2c(COc3ccc(C)cc3)nnc2SCC(N)=O)cc1 | 4 | -12 | 0 | 5 | 2
37 | CC(C)CNc1ncnc2c1ncn2[C@H]1CN(Cc2ccc(-c3ccccc3)cc2)C[C@@H](CO)O1 | 4 | 9 | -5 | nt | 1
38 | CC(C)N=c1cc2n(-c3ccc(Cl)cc3)c3ccccc3nc-2cc1Nc1ccc(Cl)cc1 | 49 | 1 | 10 | 9 | -43
39 | COc1ccc(CC(=O)OCC(=O)N2N=C(c3ccccc3)CC2c2ccc(OC)cc2)cc1 (stereo not given) | -3 | 6 | -7 | -14 | -2
40 | N#Cc1cc(Sc2ccccn2)c([N+](=O)[O-])cc1C#N | -61 | -4 | 4 | 39 | -1

item | Rpn11 inh | MT1-MMP act inh | LMPTP block | STEP inh | DNMT1 block
31 | i | -6 | -0.3 | 2 | -5
32 | i | -1 | -0.5 | -2 | -1
33 | i | 3 | 1.7 | 2 | 0
34 | i | 2 | -1.6 | -2 | 1
35 | i | 3&3 | 2.3&0.9 | 3&5 | -4&-1
36 | i | -3 | 1.8 | 4 | -1
37 | i | 15 | 1.8 | -1 | -6
38 | i | -16 | 25 | -2 | 46
39 | i | 5 | 7.7 | 2 | 4
40 | + | -84 | 18 | 1 | -2

An excerpt of these results, screen by screen.
31	COc1ccc(-n2c(NNC(C)=O)nc3sc4c(c3c2=O)CCCC4)cc1
32	Cc1cc(C)c[n+](CC(=O)c2ccccc2)c1
33	COc1cccc(NC(=O)Cn2c3ccc(OC)cc3c3nc4n(c(=O)c32)CCS4)c1

compound no.	31	32	33
CendR NRP1 mod	-6	0	-7
SKN-1 inh	9	1	-5
NadD inh	-1	-7	2
Scp-1 inhibitor	4	-2	6
SUMO1-SIM PPI	6	0	-11
Rpn11 inh	i	i	i
MT1-MMP act inh	-6	-1	3
LMPTP block	-0.3	-0.5	1.7
STEP inh	2	-2	2
DNMT1 block	-5	-1	0

The results go on:
item | compound | CendR NRP1 mod | SKN-1 inh | NadD inh | Scp-1 inhibitor | SUMO1-SIM PPI
41 | O=C(Nc1nnc(-c2ccccc2)s1)c1ccccc1O | 1 | -8 | 2 | -13 | -7
42 | Cc1cc2nc(-c3cccc(Cl)c3)c(CC3CCCCC3)n2c(C)c1Br | -8 | -9 | 13 | nt | -4
43 | O=C(/C=C/[C@H]1O[C@@H](n2ccc(=O)[nH]c2=O)[C@H](O)[C@@H]1O)NCc1ccccc1 | -4 | -7 | -1 | nt | 3
44 | COc1ccc(OC)c(CN2CCN(C(=O)c3ccc(S(=O)(=O)N4CCCCCC4)cc3)CC2)c1 | 4 | 8 | -3 | nt | 5

item | Rpn11 inh | MT1-MMP act inh | LMPTP block | STEP inh | DNMT1 block
41 | i | 14 | -1.2 | 1 | -3
42 | nt | 0 | 2.9 | nt | nt
43 | i | 0 | -0.3 | 1 | 0
44 | i | 4 | 0.8 | 2 | -1

Hits appear at their usual frequency; any-hit rate near 3.9%.
